TcdB inh – TcdB glycohydrolase inhibitors, primary screen, biochemical, single point, plate reader | Toxin B (Clostridioides difficile), P18177 | TcdB glycohydrolase enzymatic assay | inhibition, % at 9.99 µM | hit rate 0.24% among 350,000; in the data active = inhibition above about 10%
Target sequence (P18177 whole entry, looked up): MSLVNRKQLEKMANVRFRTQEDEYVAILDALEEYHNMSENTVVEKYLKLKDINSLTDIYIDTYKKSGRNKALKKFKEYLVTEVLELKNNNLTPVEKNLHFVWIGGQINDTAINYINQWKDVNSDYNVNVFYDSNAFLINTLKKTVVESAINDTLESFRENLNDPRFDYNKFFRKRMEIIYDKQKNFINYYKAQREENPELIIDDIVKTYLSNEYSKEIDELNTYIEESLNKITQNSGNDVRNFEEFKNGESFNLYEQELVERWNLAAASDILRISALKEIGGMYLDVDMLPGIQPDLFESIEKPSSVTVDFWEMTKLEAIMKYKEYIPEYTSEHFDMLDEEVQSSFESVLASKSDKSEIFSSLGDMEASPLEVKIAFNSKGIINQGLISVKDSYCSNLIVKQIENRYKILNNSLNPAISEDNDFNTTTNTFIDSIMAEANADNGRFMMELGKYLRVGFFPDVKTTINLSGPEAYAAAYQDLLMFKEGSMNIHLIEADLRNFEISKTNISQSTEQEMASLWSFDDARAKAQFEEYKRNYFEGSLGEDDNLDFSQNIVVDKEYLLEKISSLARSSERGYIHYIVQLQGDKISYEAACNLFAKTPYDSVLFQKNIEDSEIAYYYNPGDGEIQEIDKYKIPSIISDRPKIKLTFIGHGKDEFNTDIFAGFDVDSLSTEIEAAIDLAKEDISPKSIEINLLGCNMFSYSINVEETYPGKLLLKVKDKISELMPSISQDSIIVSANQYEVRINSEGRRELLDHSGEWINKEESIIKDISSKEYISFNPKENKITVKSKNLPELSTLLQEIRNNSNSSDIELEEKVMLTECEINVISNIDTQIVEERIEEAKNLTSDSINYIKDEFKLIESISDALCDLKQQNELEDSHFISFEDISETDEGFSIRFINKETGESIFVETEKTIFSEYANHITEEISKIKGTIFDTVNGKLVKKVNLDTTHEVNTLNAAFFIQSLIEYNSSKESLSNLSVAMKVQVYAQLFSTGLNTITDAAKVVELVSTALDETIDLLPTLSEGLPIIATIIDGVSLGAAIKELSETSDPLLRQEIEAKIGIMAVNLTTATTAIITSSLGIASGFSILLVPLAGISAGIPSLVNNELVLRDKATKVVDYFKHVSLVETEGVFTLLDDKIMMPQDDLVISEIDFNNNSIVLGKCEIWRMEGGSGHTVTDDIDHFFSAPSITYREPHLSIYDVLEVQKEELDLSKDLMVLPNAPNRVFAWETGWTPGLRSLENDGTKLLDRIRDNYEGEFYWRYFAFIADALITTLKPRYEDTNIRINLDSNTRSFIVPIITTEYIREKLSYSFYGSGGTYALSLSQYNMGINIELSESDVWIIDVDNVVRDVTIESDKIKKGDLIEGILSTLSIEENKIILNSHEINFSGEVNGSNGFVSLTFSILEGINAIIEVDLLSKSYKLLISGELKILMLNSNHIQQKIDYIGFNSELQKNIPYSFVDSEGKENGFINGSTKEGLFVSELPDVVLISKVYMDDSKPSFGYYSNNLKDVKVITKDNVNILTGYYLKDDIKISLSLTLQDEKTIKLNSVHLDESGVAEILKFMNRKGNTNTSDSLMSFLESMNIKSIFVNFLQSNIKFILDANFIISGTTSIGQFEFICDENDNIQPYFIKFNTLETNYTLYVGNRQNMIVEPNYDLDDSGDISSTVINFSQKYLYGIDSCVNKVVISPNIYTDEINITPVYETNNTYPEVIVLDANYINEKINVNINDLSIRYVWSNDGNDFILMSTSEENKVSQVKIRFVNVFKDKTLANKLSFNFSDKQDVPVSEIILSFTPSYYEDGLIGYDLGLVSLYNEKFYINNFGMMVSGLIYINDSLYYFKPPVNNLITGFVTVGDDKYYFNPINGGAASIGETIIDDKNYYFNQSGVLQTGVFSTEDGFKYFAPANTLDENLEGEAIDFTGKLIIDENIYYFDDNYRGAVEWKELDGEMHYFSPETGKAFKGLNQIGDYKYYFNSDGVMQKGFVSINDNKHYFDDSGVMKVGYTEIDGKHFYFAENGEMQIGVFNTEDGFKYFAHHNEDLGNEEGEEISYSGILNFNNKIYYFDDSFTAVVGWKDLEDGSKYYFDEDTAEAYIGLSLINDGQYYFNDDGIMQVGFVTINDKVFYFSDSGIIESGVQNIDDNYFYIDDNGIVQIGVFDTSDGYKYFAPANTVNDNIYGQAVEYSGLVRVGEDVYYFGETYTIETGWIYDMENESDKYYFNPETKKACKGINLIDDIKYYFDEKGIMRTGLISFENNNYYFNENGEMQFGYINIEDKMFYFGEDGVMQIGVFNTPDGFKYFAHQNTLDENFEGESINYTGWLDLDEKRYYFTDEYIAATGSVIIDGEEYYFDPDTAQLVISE
* = called active by the depositor.

SMILES	TcdB inh
COc1cccc(-c2ccc([C@@H]3[C@@H](CO)N(C(=O)c4ccccn4)[C@H]3C#N)cc2)c1	0.2
N#C[C@H]1[C@H](c2ccc(C#CC3CCCCC3)cc2)[C@@H](CO)N1C(=O)c1cccc(F)c1	-2.6
CN1[C@@H]2c3ccc(-c4ccccc4)c(=O)n3C[C@@H]2[C@@H](CO)[C@@H]1C(=O)NC1Cc2ccccc2C1	0.5
O=C(c1ccccc1)N1Cc2ccccc2[C@@H]2OC(c3ccc(OCCCO)cc3)=N[C@]2(Cc2ccccc2)C1=O	-0.8
CCOC(=O)N(C)C[C@H]1OCc2ccccc2-c2c(n(C)c3ccccc23)C(=O)N([C@@H](C)CO)C[C@H]1C	1.7
C[C@H](CO)N1C[C@H](C)[C@H](CN(C)Cc2ccncc2)Oc2ccc(NC(=O)Nc3ccc4c(c3)OCO4)cc2CC1=O	0.6
COc1ccc(S(=O)(=O)N[C@@H]2C=C[C@H](CC(=O)N3CCc4ccccc4C3)O[C@@H]2CO)cc1	0.0
CNC[C@H]1OCCCC[C@H](C)Oc2ccc(NS(C)(=O)=O)cc2C(=O)N([C@H](C)CO)C[C@H]1C	1.2
CCC(=O)N1C[C@H](C)[C@H](OC)CN(C)C(=O)c2cc(NC(=O)c3ccccc3)ccc2OC[C@@H]1C	1.1
C[C@H]1CN([C@@H](C)CO)S(=O)(=O)c2ccc(C#CC3(O)CCCC3)cc2O[C@@H]1CN(C)C(=O)Nc1cccc(F)c1	-0.5
O=C(CN1CCOCC1)NCC[C@H]1CC[C@H](NS(=O)(=O)c2ccc(F)cc2)[C@@H](CO)O1	-2.6
O=C(C[C@@H]1C[C@H]2c3cc(NC(=O)CC4CC4)ccc3O[C@H]2[C@H](CO)O1)NCc1ccccc1F	-0.1
COc1cccc(NC(=O)Nc2ccc3c(c2)C(=O)N(C)C[C@H](OC)[C@H](C)CN[C@@H](C)CO3)c1	0.2
O=C(C[C@@H]1CC[C@@H]2[C@H](COC[C@H](O)CN2S(=O)(=O)c2ccc(F)cc2)O1)N[C@@H]1CCN(Cc2ccccc2)C1	-1.2
Cc1ccc(S(=O)(=O)N[C@@H]2CC[C@@H](CCn3cc(C4CCCC4)nn3)O[C@H]2CO)cc1	-0.4
C[C@H](CO)N1C[C@H](C)[C@@H](CN(C)S(=O)(=O)c2cn(C)cn2)Oc2ccc(NC(=O)Cc3cn(C)c4ccccc34)cc2CC1=O	-2.0
CCC(=O)N1C[C@H](C)[C@H](OC)CN(C)C(=O)c2ccc(NC(=O)c3cnccn3)cc2OC[C@@H]1C	-2.0
C[C@H](CO)N1C[C@H](C)[C@@H](CN(C)S(=O)(=O)c2cn(C)cn2)Oc2ccc(NC(=O)CCCN(C)C)cc2C1=O	-0.1
C[C@@H]1CN([C@H](C)CO)C(=O)c2ccccc2-c2ccccc2CO[C@@H]1CN(C)C(=O)Nc1cccc(Cl)c1Cl	1.1
C[C@@H](NC(=O)C[C@H]1C[C@H]2c3cc(NC(=O)CN(C)C)ccc3O[C@H]2[C@@H](CO)O1)c1ccccc1	-0.3
COc1ccc(NC(=O)N(C)C[C@H]2Oc3cc(-c4cccc(C(=O)N(C)C)c4)ccc3S(=O)(=O)N([C@H](C)CO)C[C@@H]2C)cc1	0.5
O=C(Cc1ccccc1)N[C@H]1C=C[C@@H](CC(=O)N2CCOCC2)O[C@@H]1CO	-7.2
COc1ccc(S(=O)(=O)Nc2ccc3c(c2)CC(=O)N([C@@H](C)CO)C[C@@H](C)[C@@H](CN(C)CC2CCCCC2)O3)cc1	-0.1
CC(=O)N(C)C[C@@H]1[C@@H](c2ccc(C3=CCCCC3)cc2)[C@@H](CO)N1CC1CC1	1.3
C[C@@H]1CCCCO[C@H](CN(C)Cc2ccccc2)[C@@H](C)CN([C@H](C)CO)C(=O)c2cc(NC(=O)NC3CCCCC3)ccc2O1	0.5
N#C[C@H]1[C@@H](c2ccccc2-c2ccc(F)cc2)[C@@H](CO)N1C(=O)Cc1ccccc1	3.4
CCCNC(=O)C[C@H]1CC[C@@H]2[C@H](COC[C@@H](O)CN2Cc2ccccc2F)O1	-0.2
C[C@@H]1CN([C@H](C)CO)C(=O)Cc2cc(NC(=O)Nc3cccc4ccccc34)ccc2O[C@@H]1CN(C)S(=O)(=O)c1cn(C)cn1	1.1
COc1ccc2c3c(n(C)c2c1)[C@H](CO)N(Cc1ccccc1F)CC31CN(C(C)=O)C1	-0.2
C[C@@H]1CN([C@@H](C)CO)C(=O)c2cc(-c3cncnc3)cnc2O[C@@H]1CN(C)Cc1cncnc1	0.5
COc1ccc2c3c([nH]c2c1)[C@H](CO)N(CC1CC1)CC31CN(C(=O)c2ccc(F)cc2)C1	-4.4
Cc1noc(C)c1NC(=O)Nc1ccc2c(c1)C(=O)N([C@@H](C)CO)C[C@H](C)[C@H](CN(C)S(=O)(=O)c1ccc(F)cc1)OCCCC[C@@H](C)O2	-0.2
COc1ccccc1-c1ccccc1[C@@H]1[C@@H](CO)N(C(=O)C2CCC2)[C@H]1C#N	0.9
COc1ccc(-c2ccc3c(c2)O[C@@H](CN(C)Cc2cccnc2)[C@H](C)CN([C@@H](C)CO)S3(=O)=O)cc1	-10.2
CCC(=O)N(C)C[C@H]1N[C@@H](CO)[C@H]1c1ccc(-c2cccc(C#N)c2)cc1	-1.3
C[C@@H]1CN([C@@H](C)CO)S(=O)(=O)c2ccc(C#Cc3cccnc3)cc2O[C@@H]1CN(C)C(=O)C1CC1	2.7

Reformatted bar-delimited: part of the list above
Molecule | TcdB inh
COc1ccc2c3c([nH]c2c1)[C@H](CO)N(CC1CC1)CC31CN(C(=O)c2ccc(F)cc2)C1 | -4.4
Cc1noc(C)c1NC(=O)Nc1ccc2c(c1)C(=O)N([C@@H](C)CO)C[C@H](C)[C@H](CN(C)S(=O)(=O)c1ccc(F)cc1)OCCCC[C@@H](C)O2 | -0.2
COc1ccccc1-c1ccccc1[C@@H]1[C@@H](CO)N(C(=O)C2CCC2)[C@H]1C#N | 0.9
COc1ccc(-c2ccc3c(c2)O[C@@H](CN(C)Cc2cccnc2)[C@H](C)CN([C@@H](C)CO)S3(=O)=O)cc1 | -10.2
CCC(=O)N(C)C[C@H]1N[C@@H](CO)[C@H]1c1ccc(-c2cccc(C#N)c2)cc1 | -1.3

Carrying on:
SMILES	TcdB inh
Cc1ccc(S(=O)(=O)N(C)C[C@H]2Oc3ccc(NS(=O)(=O)c4ccccc4)cc3CC(=O)N([C@H](C)CO)C[C@@H]2C)cc1	-2.4
O=C(C1CCCC1)N1CC[C@H]2[C@H](CO)Nc3ccc(C4=CCCCC4)cc3[C@H]21	0.9
C[C@@H]1CCCCO[C@@H](CN(C)C)[C@@H](C)CN([C@@H](C)CO)C(=O)c2cc(NS(C)(=O)=O)ccc2O1	0.7
CN(C)CC(=O)N1[C@@H](CO)[C@@H](c2ccccc2)C12CN(Cc1cc(F)ccc1F)C2	0.1
O=C(C[C@H]1CC[C@@H]2[C@H](COC[C@@H](O)CN2S(=O)(=O)c2ccc(Cl)cc2)O1)NCc1ccncn1	-1.5
C[C@H](CO)N1C[C@H](C)[C@@H](CN(C)CC2CC2)Oc2ccc(NC(=O)CCC(F)(F)F)cc2CC1=O	0.9
C[C@H](CO)N1C[C@H](C)[C@H](CN(C)Cc2ccc(C(F)(F)F)cc2)Oc2ccc(NC(=O)Cc3ccccc3)cc2C1=O	-0.1
CO[C@H]1CN(C)C(=O)c2cc(NS(=O)(=O)c3c(C)noc3C)ccc2OC[C@H](C)NC[C@H]1C	0.1
COc1ccc(NC(=O)N(C)C[C@H]2Oc3ncc(-c4cccnc4)cc3C(=O)N([C@@H](C)CO)C[C@@H]2C)cc1	0.1
O=C(c1ccccc1)N1C[C@H]2[C@@H](c3ccccc31)[C@@H](CO)N2C(=O)c1cccc(F)c1	-1.3
C[C@@H](NC(=O)C[C@@H]1C[C@H]2c3cc(NC(=O)Nc4ccccc4F)ccc3O[C@H]2[C@H](CO)O1)c1ccccc1	-2.0
NCC[C@H]1CC[C@H](NS(=O)(=O)Cc2ccccc2)[C@@H](CO)O1	1.0
C[C@@H]1CCCCO[C@@H](CN(C)C(=O)NC2CCCCC2)[C@@H](C)CN([C@@H](C)CO)C(=O)c2cc(NC(=O)Nc3ccc4c(c3)OCO4)ccc2O1	-2.6
COc1ccc(NC(=O)Nc2ccc3c(c2)C(=O)N([C@H](C)CO)C[C@@H](C)[C@H](CN(C)CC2CCCCC2)O3)cc1	0.3
O=C(c1ccc(F)cc1)N1CC(=O)N2[C@@H](CO)[C@@H](c3ccc(C#Cc4ccc(F)cc4)cc3)[C@@H]2C1	1.2
C[C@H](CO)N1C[C@H](C)[C@H](CN(C)C(=O)Nc2ccc(F)cc2)Oc2cc(/C=C/c3ccccc3)ccc2S1(=O)=O	-1.3
COc1ccc(S(=O)(=O)Nc2ccc3c(c2)C(=O)N([C@H](C)CO)C[C@@H](C)[C@@H](CN(C)C(=O)CCC(F)(F)F)OCCCC[C@H](C)O3)cc1	0.6
Cc1ccccc1-c1ccc([C@H]2[C@H](CO)N3C(=O)CN(C(=O)NC4CCCC4)C[C@@H]23)cc1	1.3
C[C@@H]1CCCCO[C@H](CN(C)Cc2ccc(Cl)c(Cl)c2)[C@H](C)CN([C@@H](C)CO)C(=O)c2cc(NC(=O)CCC(F)(F)F)ccc2O1	-0.1
C[C@@H]1CCCCO[C@H](CN(C)S(=O)(=O)c2cn(C)cn2)[C@@H](C)CN([C@@H](C)CO)C(=O)c2cc(NC(=O)c3ccncc3)ccc2O1	0.4
CN1C(=O)c2cc(NC(=O)c3cnccn3)ccc2OC[C@@H]2O[C@@H](CC(=O)N[C@@H]3CCN(Cc4ccccc4)C3)CC[C@H]21	-0.6
CCN1[C@@H]2c3ccc(-c4cccc(F)c4)c(=O)n3C[C@@H]2[C@@H](CO)[C@@H]1C(=O)NCCCN(C)C	-0.3
COc1ccc(S(=O)(=O)N(C)C[C@H]2Oc3ccc(NC(=O)c4ccncc4)cc3C(=O)N([C@H](C)CO)C[C@H]2C)cc1	0.2
CN(C)CC(=O)N1[C@H](C#N)[C@@H](c2ccccc2-c2ccccc2F)[C@H]1CO	-0.5
O=C(N[C@@H]1CC[C@H](CC(=O)N2CCc3ccccc3C2)O[C@H]1CO)C1CC1	-8.3
C/C=C/c1ccc([C@H]2[C@@H](CO)N(C(C)=O)C23CN(C(=O)c2ccc(F)cc2)C3)cc1	-0.9
Cc1ccc(S(=O)(=O)Nc2ccc3c(c2)C(=O)N([C@H](C)CO)C[C@@H](C)[C@H](CN(C)S(=O)(=O)c2cccs2)OCCCC[C@H](C)O3)cc1	0.5
O=C(C[C@H]1C[C@@H]2c3cc(NC(=O)Nc4ccccc4F)ccc3O[C@@H]2[C@@H](CO)O1)NCc1ccc2c(c1)OCO2	-1.5
C[C@@H]1CCCCO[C@H](CN(C)Cc2ccncc2)[C@@H](C)CN([C@H](C)CO)C(=O)c2cc(NC(=O)Cc3ccccc3)ccc2O1	1.0
C[C@@H]1CN([C@@H](C)CO)C(=O)c2cc(NS(=O)(=O)c3cn(C)cn3)ccc2O[C@H]1CN(C)Cc1ccc(Oc2ccccc2)cc1	0.8
N#C[C@H]1[C@@H](c2ccccc2C2=CCCCC2)[C@@H](CO)N1C(=O)Nc1ccccc1F	0.5
Cc1ccc(-c2ccc([C@H]3[C@@H](CO)N4CCCCN(S(=O)(=O)c5ccccc5C)C[C@@H]34)cc2)cc1	-1.2
COCCNC(=O)C[C@H]1C[C@@H]2c3cc(NC(=O)CC4CC4)ccc3O[C@@H]2[C@H](CO)O1	0.1
COc1ccc(NC(=O)N(C)C[C@@H]2OCCCC[C@@H](C)Oc3ccc(NS(=O)(=O)c4cn(C)cn4)cc3C(=O)N([C@H](C)CO)C[C@H]2C)cc1	-0.7
CCCC#Cc1ccc([C@@H]2[C@H]3CN(S(=O)(=O)Cc4ccccc4)CC(=O)N3[C@H]2CO)cc1	-21.3
C[C@H]1CCCCO[C@H](CN(C)CC2CC2)[C@@H](C)CN([C@@H](C)CO)C(=O)c2cc(NC(=O)c3ccncc3)ccc2O1	-1.5
C[C@@H]1CN([C@H](C)CO)C(=O)c2c(c3ccccc3n2C)-c2ccccc2CO[C@H]1CN(C)C(=O)Nc1ccc(-c2ccccc2)cc1	1.0
C[C@H](CO)N1C[C@H](C)[C@@H](CN(C)S(=O)(=O)c2cn(C)cn2)Oc2c(NC(=O)C3CC3)cccc2C1=O	-1.1
COc1cccc(S(=O)(=O)Nc2ccc3c(c2)OC[C@H](C)N(C(=O)Cc2cccnc2)C[C@H](C)[C@@H](OC)CN(C)C3=O)c1	0.2
COc1ccc(CNC(=O)N(C)C[C@@H]2OCc3ccccc3-c3c(n(C)c4ccccc34)C(=O)N([C@@H](C)CO)C[C@H]2C)cc1	-0.1
O=C(C[C@H]1CC[C@H]2[C@@H](COC[C@@H](O)CN2S(=O)(=O)c2cccc(F)c2)O1)NCc1ccncn1	-1.5
CCCN1C[C@H](C)[C@H](OC)CN(C)C(=O)c2ccc(NC(=O)c3ccccc3)cc2OC[C@H]1C	-0.6
C[C@H]1CN([C@@H](C)CO)C(=O)c2cccc(NS(=O)(=O)c3cccs3)c2O[C@@H]1CN(C)S(=O)(=O)c1ccc(F)cc1	0.5
C[C@H]1CN([C@@H](C)CO)C(=O)c2cccc(NC(=O)Nc3ccc(C(F)(F)F)cc3)c2O[C@@H]1CN(C)S(=O)(=O)c1cccs1	-2.3

As entered above.
TcdB inh with C[C@@H]1CN([C@H](C)CO)C(=O)c2c(c3ccccc3n2C)-c2ccccc2CO[C@H]1CN(C)C(=O)Nc1ccc(-c2ccccc2)cc1 → 1.0
TcdB inh with C[C@H]1CN([C@@H](C)CO)C(=O)c2cccc(NS(=O)(=O)c3cccs3)c2O[C@@H]1CN(C)S(=O)(=O)c1ccc(F)cc1 → 0.5
TcdB inh with C[C@H](CO)N1C[C@H](C)[C@@H](CN(C)S(=O)(=O)c2cn(C)cn2)Oc2c(NC(=O)C3CC3)cccc2C1=O → -1.1
TcdB inh with COc1cccc(S(=O)(=O)Nc2ccc3c(c2)OC[C@H](C)N(C(=O)Cc2cccnc2)C[C@H](C)[C@@H](OC)CN(C)C3=O)c1 → 0.2
TcdB inh with CCCN1C[C@H](C)[C@H](OC)CN(C)C(=O)c2ccc(NC(=O)c3ccccc3)cc2OC[C@H]1C → -0.6
TcdB inh with C[C@H]1CN([C@@H](C)CO)C(=O)c2cccc(NC(=O)Nc3ccc(C(F)(F)F)cc3)c2O[C@@H]1CN(C)S(=O)(=O)c1cccs1 → -2.3
TcdB inh with COc1ccc(CNC(=O)N(C)C[C@@H]2OCc3ccccc3-c3c(n(C)c4ccccc34)C(=O)N([C@@H](C)CO)C[C@H]2C)cc1 → -0.1

An excerpt; count on the stated rates, not on these rows.
